D2 ag: HTS Assay for Allosteric Agonists of the Human D2 Dopamine Receptor: Primary Screen for Agonists; D(2) dopamine receptor (Homo sapiens), P14416; HEK293 T-REx D2 cells, calcium flux agonist mode; 340,000 compounds, 0.53% hits; activation, % at 2 µM;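 active = activation over 3 SD above normal in the single-dose calcium agonist read, cut at about 30% in these data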; note: 0% is about no effect
Target sequence (P14416 whole entry, looked up): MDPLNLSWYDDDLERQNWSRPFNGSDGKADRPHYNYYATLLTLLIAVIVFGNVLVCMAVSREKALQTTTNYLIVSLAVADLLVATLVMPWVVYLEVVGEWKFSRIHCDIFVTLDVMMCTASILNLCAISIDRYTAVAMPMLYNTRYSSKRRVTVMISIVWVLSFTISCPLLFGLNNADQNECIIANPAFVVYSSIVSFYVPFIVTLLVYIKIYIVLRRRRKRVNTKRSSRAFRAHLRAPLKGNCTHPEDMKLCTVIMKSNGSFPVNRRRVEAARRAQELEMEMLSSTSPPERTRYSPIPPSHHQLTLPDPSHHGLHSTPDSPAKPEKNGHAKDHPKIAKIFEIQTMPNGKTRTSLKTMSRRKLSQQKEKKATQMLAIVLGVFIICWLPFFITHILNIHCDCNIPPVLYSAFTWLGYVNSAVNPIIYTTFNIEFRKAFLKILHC
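In this primary screen, compounds producing a positive calcium signal within 180 s of addition to tetracycline-induced, force-coupled HEK293 Trex D2 cells are flagged; cells are dye-loaded with a no-wash calcium kit beforehand.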
ERG-DNA inh: qHTS for Small Molecule Inhibitors of the ERG Ets/DNA interaction | AID 624246, 2012 | Potency, µM (highest dose often 76.9 µM), without a hit: at the top dose FP activity, negative = inhibition, actives largely listed as inhibitors | fluorescence polarization, His-ERG Ets domain / labelled DNA | 370,000 compounds, 0.028% hits | Transcriptional regulator ERG (Homo sapiens), P11308; active = well fitted inhibition curve with a large enough effect in the polarisation, with a control signal flat; inconclusive = small, poorly fitted or top-dose-only effect, or effect the other way, or a change in a side signal; inactive = no such curve, though single readings can be large or run the other way; the % refers to the polarisation;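 note: polarization taken with two DNA probes labelled with fluorescein and Texas red; potency is the fitted concentration of half-maximal effect; % of control where 0% means no effect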
Target sequence (P11308 whole entry, looked up, the tested form may be a part): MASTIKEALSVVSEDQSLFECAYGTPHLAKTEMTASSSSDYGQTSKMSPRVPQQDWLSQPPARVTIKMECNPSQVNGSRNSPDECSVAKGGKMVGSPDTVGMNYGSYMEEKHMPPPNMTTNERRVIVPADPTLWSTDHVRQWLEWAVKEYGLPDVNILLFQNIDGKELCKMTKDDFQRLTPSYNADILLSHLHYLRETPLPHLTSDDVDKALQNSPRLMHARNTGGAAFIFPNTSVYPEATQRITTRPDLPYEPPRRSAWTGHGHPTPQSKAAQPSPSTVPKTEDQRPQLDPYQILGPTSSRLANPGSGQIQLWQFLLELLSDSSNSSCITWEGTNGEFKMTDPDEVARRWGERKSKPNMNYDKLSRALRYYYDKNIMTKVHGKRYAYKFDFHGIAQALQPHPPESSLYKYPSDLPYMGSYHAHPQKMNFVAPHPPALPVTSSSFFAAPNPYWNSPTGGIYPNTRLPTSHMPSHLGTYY
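His-tagged ERG Ets domain (1 uM in the protein solution; 300mM KCl, 50mM Tris-HCl, 1mM EDTA, 1mM DTT, pH 7.5) received compound, then a probe mix of 5 nM fluorescein-DNA and 100nM Texas-615-DNA. Fluorescence polarization was read for both dyes.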
12-LOX inh: Primary qHTS assay for inhibitors of human arachidonate 12S-lipoxygenase (ALOX12): Round 2 | AID 1671190, 2021 | 580,000 compounds, 1.1% hits | purified 12hLO, xylenol orange hydroperoxide absorbance | Potency, µM (titrated, usually from 108 µM), without a hit: at the highest dose activity change, negative = inhibition, hits mostly inhibitors; note: potency is the fitted concentration of half-maximal effect; % is set by controls: 0 for no effect and ±100 for the full control effect
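Purified human 12hLO at 150 nM in 25 mM Hepes, 0.01% Triton X-100, pH 7.0, preincubated 15 min at room temperature with compound. Reaction started with 40 uM arachidonic acid, 30 min at room temperature. Hydroperoxide measured by Fe-xylenol orange, 573/405 nm absorbance ratio.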
D2 antag: HTS Assay for Allosteric Antagonists of the Human D2 Dopamine Receptor: Primary Screen for Antagonists | D(2) dopamine receptor (Homo sapiens), P14416 | HEK293 TREx D2 cells, calcium flux, dopamine EC80 | inhibition, % at 10 µM | 340,000 compounds, 2% hits | AID 485344, 2010; in the data active = inhibition above about 30%; note: 0% is about no effect
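Antagonism is scored as inhibition of an EC80 dopamine-evoked calcium signal in a force-coupled, tetracycline-inducible HEK293 T-REx D2 line, with compound present 180 s before agonist.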
RGS4 inhibitor: Inhibitors of Regulator of G Protein Signaling (RGS) 4: qHTS; Transcreener GDP fluorescence polarization, RGS4-accelerated GTP hydrolysis; 390,000 compounds, 0.039% hits; Regulator of G-protein signaling 4 (Homo sapiens), P49798; Potency, µM (doses to about 114 µM), without a hit: at the highest dose activity change, negative = inhibition, most hits filed as inhibitors; note: potency is the fitted concentration of half-maximal effect; % is set by controls: 0 for no effect and ±100 for the full control effect; nearly all actives have a fitted effect of over 75% in size; some results filed as inactive show a strong effect at the top dose
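MLSMR compounds (23 nl, pin-transferred) preincubated 10 min at room temperature with a 500nM (2x) first reagent, then RGS4 at 900nM (2x) plus Transcreener GDP mix added; fluorescence polarization (620/688 nm) read before and after 90 min at 30 °C.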
Vif-APOBEC3F blk: qHTS for Inhibitors of Vif-A3F Interactions: qHTS. HeLa A3F-eYFP + Vif (tagged APOBEC3F with the HIV-1 protein that degrades it), YFP fluorescence increase. 390,000 compounds, 0.2% hits. Potency, µM (top dose mostly 46.1 µM), without a hit: at the top dose activity, negative = active; note: potency is the fitted concentration of half-maximal effect; % of control where 0% means no effect; nearly all actives have a fitted effect of over 65% in size
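Fluorescence increase (Ex 488/Em 500-530) after overnight compound treatment at 37 deg C flags inhibition of Vif-driven A3F-eYFP loss in stable HeLa A3F-eYFP/Vif cells seeded overnight beforehand.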
LDHA inh: qHTS assay for inhibitors of human lactate dehydrogenase. L-lactate dehydrogenase A chain (Homo sapiens), P00338. purified LDHA, NADH/diaphorase-resazurin fluorescence; hits give low values. activity change, % (values are at about 110 or 230 µM). 480,000 compounds, 0.15% hits; in the data active = activity change below about -30%; inconclusive = mostly about -25% to -30%;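 note: plate controls were DMSO wells for no effect and wells without enzyme for full effect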
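Human LDH5 (2 nM) was incubated with 0.06 mM NADH and 0.2 mM pyruvate for 5 min at room temperature in Tris pH 7.4. Remaining NADH was coupled through diaphorase/resazurin, and resorufin fluorescence was read at 0 and 20 min.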
Vif-A3G inh: qHTS for Inhibitors of Vif-A3G Interactions: qHTS | DNA dC->dU-editing enzyme APOBEC-3G (Homo sapiens), Q9HC16 | HeLa A3G-eYFP + Vif (tagged APOBEC3G with the HIV-1 protein that degrades it), YFP fluorescence, overnight | Potency, µM (series often up to 46.1 µM), inactives show at the top dose activity, negative = active, usual class: inhibitors | 410,000 compounds, 0.076% hits;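 note: potency is the fitted concentration of half-maximal effect; % is set by controls: 0 for no effect and ±100 for the full control effect; nearly all actives have a fitted effect of over 60% in size; hits raise eYFP signal because A3G escapes Vif-driven loss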
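HeLa cells stably expressing Vif and C-terminally eYFP-tagged A3G, seeded overnight at 37 deg C, then exposed to compound by pintool overnight at 37 deg C. Rise in yellow fluorescence (Ex 488/Em 500-530, Acumen) marks blocked Vif-driven A3G degradation.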
Glioma ERSR ind: qHTS for Inducers of the Endoplasmic Reticulum Stress Response (ERSR) in Human Glioma: qHTS; U87-MG GRP78 promoter luciferase reporter, 16 h; Potency, µM, for inactives: at the top dose activation, hits mostly activators; 420,000 compounds, 0.02% hits; note: potency is the fitted concentration of half-maximal effect; series mostly up to about 76 µM; % of control where 0% means no effect; nearly all actives have a fitted effect of over 35% in size
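ERSR induction read as luciferase luminescence (Bright-Glo, 10 min at room temperature) in stably transfected human U87-MG glioma cells exposed to compounds for 16 h, using GRP78 as sensor.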
An asterisk follows results filed as active; ? = inconclusive; nt = not tested or not shown; & = joins results of further samples; [ ] = dose if it differs, or a comment. Unless noted, calls come from the whole dose curve; as a rule, active = well fitted curve in the direction sought with a large enough effect; inconclusive = small, poorly fitted or top-dose-only effect, or another doubt; inactive = no such curve, though single readings can be large; an effect the other way counts as inactive or inconclusive. These rows are one share of the data; the hit share may differ from the screen's.

SMILES | D2 ag | ERG-DNA inh | 12-LOX inh | D2 antag | RGS4 inhibitor | Vif-APOBEC3F blk | LDHA inh | Vif-A3G inh | Glioma ERSR ind
O=C(CCCc1ccncc1)c1ccccc1 | nt | nt | -17% | nt | -33% | -12% | -5 | 1% | -3%
COc1cccc(NC(=O)CN(C)S(=O)(=O)c2ccc3c(c2)n(C)c(=O)c(=O)n3C)c1 | -0.8 | -5% | 0% | 3 | -13% | 0% | -2 | -2% | -2%
Cc1cc(=O)oc2c(C)c(OCC(=O)NCCCN3CCCC3=O)ccc12 | 0.2 | -2% | 21% | 0 | -15%[56.9 µM] | 7% | -3 | 1% | 5%
CCCn1cc2c(c1-c1ccc(C)cc1)c(=O)n(C)c(=O)n2C | -1.1 | 3% | -23% | 7 | -2% | ? | -8 | -9% | -5%
CCOC(=O)c1c(NC(=O)Cc2coc3cc(C)ccc23)sc2c1CCCC2 | -1.2 | -1% | -23% | nt | 9% | -12% | 3 | 0% | -3%
CC(C)=CCc1c(O)ccc(C(=O)Cc2ccccc2)c1O | 0.4 | 7% | ? | -11 | -11%[11.4 µM] | 0% | -2 | -15% | -5%
COc1ccc(-c2csc(Nc3cccc(C)n3)n2)cc1 | 0.1 | 73%[activator] | ? | -7 | -12% | -7% | -7 | -7% | -1%
N#CCCN(Cc1ccccc1)S(=O)(=O)c1cccs1 | 0.2 | -9% | -10% | -21 | -27% | 2% | -1 | -4% | -3%
CCCn1c(CC)nc([N+](=O)[O-])c1Sc1ccc(F)cc1 | 0.2 | -6% | -9% | -8 | -20% | 1% | -2 | 2% | -1%
COc1cc(C(=O)N/C(=C\c2cn(C)c3ccccc23)C(=O)NCCCN2CCOCC2)cc(OC)c1OC | 0.0 | 13% | -3% | 5 | -45%[56.9 µM] | -12% | 3 | -1% | 2%
C[C@H](CO)N1C[C@H](C)[C@@H](CN(C)S(=O)(=O)c2ccccc2)Oc2ccc(NC(=O)C3CC3)cc2C1=O | nt | -1% | -11% | nt | 27% | 6% | -10 | -2% | 1%
CCOC(=O)c1ccccc1NS(=O)(=O)c1ccc(C)cc1 | -0.2 | 12% | -1% | -20 | 1% | 2% | 1 | -16% | -3%
Cc1cccc(C(=O)Nc2cccc3cccnc23)c1 | 0.8 | 1% | 11%&-33% | -20 | 2% | -3% | -2&4 | -7% | 9%
CC1=CN2C(=NC(=O)CC2(C)C(=O)N(CC(=O)NC2CCCC2)Cc2ccc(Cl)cc2)C=C1 (configuration not stated) | -2.4 | -16% | -15% | 0 | 1% | 5% | -4 | 1% | -6%
CCOC(=O)c1cccc(NC(=O)Cn2c(=O)c3cccn3c3ccccc32)c1 | -0.4 | 6% | -19% | nt | -16% | -21% | 4 | -16% | -5%

Ordered by value in 12-LOX inh (descending): 3 from the list above
| smiles | ERG-DNA inh | 12-LOX inh | D2 antag | RGS4 inhibitor | LDHA inh | Glioma ERSR ind |
| --- | --- | --- | --- | --- | --- | --- |
| Cc1cc(=O)oc2c(C)c(OCC(=O)NCCCN3CCCC3=O)ccc12 | -2% | 21% | 0 | -15%[56.9 µM] | -3 | 5% |
| COc1cc(C(=O)N/C(=C\c2cn(C)c3ccccc23)C(=O)NCCCN2CCOCC2)cc(OC)c1OC | 13% | -3% | 5 | -45%[56.9 µM] | 3 | 2% |
| O=C(CCCc1ccncc1)c1ccccc1 | nt | -17% | nt | -33% | -5 | -3% |

Just RGS4 inhibitor (two entries from above):
compound,RGS4 inhibitor
Cc1cccc(C(=O)Nc2cccc3cccnc23)c1,2%
CC1=CN2C(=NC(=O)CC2(C)C(=O)N(CC(=O)NC2CCCC2)Cc2ccc(Cl)cc2)C=C1 (configuration not stated),1%

Next compounds:
SMILES | D2 ag | ERG-DNA inh | 12-LOX inh | D2 antag | RGS4 inhibitor | Vif-APOBEC3F blk | LDHA inh | Vif-A3G inh | Glioma ERSR ind
Cc1cc(NO)nc(-c2ccc(Br)cc2)n1 | -0.5 | -1% | ? | -10 | -12% | -10% | 7 | -1% | 11%
O=C(Nc1ccccc1N1CCOCC1)c1ccc([N+](=O)[O-])cc1 | 0.1 | 0% | -26% | -9 | -3% | -2% | -5 | 3% | -3%
O=C(c1cccs1)N(Cc1cccnc1)c1nc2c(F)cc(F)cc2s1 | 1.0 | 3% | ? | nt | -9% | 2% | -10 | -3% | -3%
CC(C)OC(=O)CSc1nc(Cc2cccs2)nc2ccccc12 | -0.6 | 1% | -8% | -23 | 5% | 1% | 1 | 0% | -4%
CCOC(=O)N1CCN(S(=O)(=O)N2CCCC(C(=O)NCCCN3CCCCC3)C2)CC1 (configuration not stated) | nt | -3% | 10% | nt | 0% | 4% | -1 | 1% | -2%
CC(C)(C)C1CCc2onc(C(=O)O)c2C1 (configuration not stated) | 0.4 | 7% | ? | -13 | -9% | 12% | -3 | 2% | -3%
CCOC(=O)c1ccc(NC(=O)c2cc(F)c(F)cc2Cl)cc1 | 0.1 | -1% | -15% | 3 | -7% | 9% | -7 | 2% | -1%
O=C(CN1C(=O)c2ccccc2C1=O)Nc1cccnc1 | 0.7 | -3% | 0% | -11 | -10% | 2% | -2 | 2% | -1%
CCOC(=O)c1c(NC(=O)c2c(Br)cnn2C)c(C#N)nn1-c1ccccc1 | -1.6 | nt | 20% | 2 | -13% | -1% | -1 | 0% | -2%
CCO[C@@H]1OC(C(=O)NCc2ccccc2)=C[C@H](c2cn(C(C)=O)c3ccccc23)[C@H]1CCCO | -0.6 | -6% | ? | 4 | 5% | 8% | 0 | 0% | -8%
Cn1cc(C=O)c2cc(F)ccc21 | 0.5 | 0% | 14% | -10 | 0% | 3% | -3 | 0% | -1%
Cc1ccc(-c2nn(-c3ccccc3)cc2C(=O)N2CCN(C3CCS(=O)(=O)C3)CC2)cc1 (configuration not stated) | 0.5 | -8% | 200%[activator] | -8 | -23% | 4% | -2 | 0% | -2%
Cc1cc(C(=O)N2CCCC(C(=O)c3ccc(Oc4ccccc4)cc3)C2)n[nH]1 (configuration not stated) | 1.5 | -6% | 50%[activator] | -7 | -7% | 3% | -1 | 3% | -1%
Cn1c(NC(=O)c2ccc(F)cc2)nc2ccccc21 | -0.5 | -8% | 25% | 11 | 7% | -2% | -3 | 3% | -5%
C/C(=N/NC(=O)c1nnn(-c2nonc2N)c1-c1ccccc1)c1ccc2c(c1)OCO2 | -1.1 | -2% | -5% | -5 | 12% | 13% | -16 | 3% | -5%
O=S(=O)(Nc1ccc(-c2ccc(N3CCCC3)nn2)cc1)c1cc(F)ccc1F | -0.4 | 6% | -13% | nt | 4% | -2% | -6 | -2% | 3%
Cc1ccc(NC(=O)/C(C#N)=C/c2ccccc2Cl)cc1C | -0.4 | -8% | ? | nt | -5% | 3% | 0 | -5% | 4%
O=C(COC(=O)CC12CC3CC(CC(C3)C1)C2)Nc1cccnc1Cl | nt | -1% | -18% | nt | -12% | -7% | 0 | 6% | 0%
O=C(COC(=O)C1CC1)NCc1ccc(Cl)cc1Cl | nt | -3% | -12% | nt | 9% | 2% | -8 | -2% | 3%
COc1ccc(Br)cc1CNC(=O)C1CCCCN1S(=O)(=O)c1ccc(F)cc1 (configuration not stated) | -0.3 | 0% | -26% | nt | -10% | 3% | -6 | 2% | -3%
Cn1c(=O)c2c(-c3ccccc3)n3c(c2n(C)c1=O)C(c1cc(Cl)ccc1O)Nc1ccccc1-3 (configuration not stated) | 0.9 | -2% | -20% | nt | 11% | 0% | -2 | -3% | -2%
Cc1ccc(S(=O)(=O)N(CC(=O)Nc2ccc(C)cc2C)C(=O)N2CCN(C)CC2)cc1 | 0.4 | 3% | -3% | 1 | 4% | 10% | -5 | 1% | -4%
O=C(O)C1(NS(=O)(=O)c2ccc(Cl)cc2)CCCCC1 | -0.4 | -8% | 0% | -3 | -6% | 4% | -2 | 0% | 0%
Cc1cc(C(=O)N/N=C2\CC(=O)CC(C)(C)C2)n[nH]1 | nt | -4% | 1% | nt | -13% | -1% | 1 | -2% | 1%
Cc1ccc(OCC(=O)Nc2ccc3c(c2)nc(CCN2CCCCC2)n3C)cc1 | -2.7 | -12% | nt | 4 | -20% | -7% | 4 | 0% | -7%
Clc1nc(-c2ccccn2)nc2scc(-c3ccccc3)c12 | -1.5 | -15% | 8% | 5 | -1% | -9% | 4 | -1% | -7%
Cc1ccccc1C(=O)N1CCC(C(=O)NC(C)c2ccc(-n3ccnc3)cc2)CC1 (configuration not stated) | 0.3 | 19% | 11% | 5 | -5% | -2% | -6 | 1% | -4%
COc1ccccc1NC(=S)NC(=O)C1CC1 | -0.9 | 3% | -25% | 7 | -53% | -4% | -4 | 0% | 0%

High-throughput results as filed in PubChem.
